Assay outcomes (PubChem)
D2 PAM = HTS Assay for Positive Allosteric Modulators of the Human D2 Dopamine Receptor: Primary Screen for Potentiators; D(2) dopamine receptor (Homo sapiens), P14416; HEK293 T-REx D2, calcium flux, EC20 dopamine potentiation; potentiation, % at 10 µM; 340,000 tested, 0.34% active; AID 485347, 2010;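 active = potentiation over 3 SD above the plate norm, cut at about 30% in these data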; also: 0% is about no effect
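Tetracycline-induced HEK293 T-REx cells force-coupled to calcium signalling expressed D2; compounds were pin-added after a 10 s baseline, read kinetically 180 s, then an EC20 dopamine challenge followed with a further 180 s calcium read.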
D1 antagonist = Antagonist of Human D 1 Dopamine Receptor: qHTS. D(1A) dopamine receptor (Homo sapiens), P21728. HEK293 TREx D1 cells, calcium flux, dopamine EC80; hits give low values. activity change, negative = inhibition, % at 10 µM. 360,000 tested, 3.2% active. AID 504652, 2011; in the data active = activity change below about -30%; also: % is scaled to controls: 0 for no effect and ±100 for the full control effect
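Antagonism measured as reduced calcium response to an EC80 dopamine addition following 180 s compound pre-read; cells were inducible HEK293 Trex D1 plated overnight at 30 C, read kinetically at 1 cycle/sec.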
RXFP1 agonist = qHTS Assay for Agonists of the Relaxin Receptor RXFP1 | Relaxin receptor 1 (Homo sapiens), Q9HBX9 | HEK293T-RXFP1 cAMP TR-FRET, 30 min; response scale: percent of porcine relaxin response, buffer zero | Potency, µM (doses to about 57.5 µM), without a hit: at the top dose activation, actives largely listed as activators | 370,000 tested, 0.3% active | AID 2676, 2010; also: potency is read from the fitted curve at half-maximal effect; % is scaled to controls: 0 for no effect and ±100 for the full control effect; nearly all actives have a fitted effect of over 60% in size; many of its hits are not listed in these tables
Target sequence (Q9HBX9 whole entry, looked up): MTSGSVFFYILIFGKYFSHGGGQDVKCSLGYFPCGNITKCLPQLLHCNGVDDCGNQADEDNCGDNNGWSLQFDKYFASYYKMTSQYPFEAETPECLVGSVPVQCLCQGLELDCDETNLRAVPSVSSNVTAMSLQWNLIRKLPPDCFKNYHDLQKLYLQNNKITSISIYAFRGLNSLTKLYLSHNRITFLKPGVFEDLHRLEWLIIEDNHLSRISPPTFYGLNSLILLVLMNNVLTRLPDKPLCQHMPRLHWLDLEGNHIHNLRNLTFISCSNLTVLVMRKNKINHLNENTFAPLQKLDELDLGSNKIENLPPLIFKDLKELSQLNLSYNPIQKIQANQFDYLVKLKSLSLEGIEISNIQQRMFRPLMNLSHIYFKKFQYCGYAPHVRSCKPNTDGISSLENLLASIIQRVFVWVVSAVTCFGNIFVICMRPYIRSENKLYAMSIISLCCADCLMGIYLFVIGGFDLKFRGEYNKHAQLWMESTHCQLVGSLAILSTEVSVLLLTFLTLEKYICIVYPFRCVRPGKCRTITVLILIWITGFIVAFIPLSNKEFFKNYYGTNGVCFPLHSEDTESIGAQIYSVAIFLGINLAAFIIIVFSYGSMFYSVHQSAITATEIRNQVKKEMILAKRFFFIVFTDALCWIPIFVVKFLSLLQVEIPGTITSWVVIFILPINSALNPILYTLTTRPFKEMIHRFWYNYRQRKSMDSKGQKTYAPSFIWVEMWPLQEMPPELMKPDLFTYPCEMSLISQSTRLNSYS
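cAMP rise read by TR-FRET after 30 min, 37C compound exposure (up to 58 uM) in RXFP1-transfected HEK293 cells with Ro 20174 present. EC50 from Hill-equation fits, with 29 nM porcine relaxin as 100% and buffer as basal.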
TRHR enhancer = qHTS for Small Molecule Agonists and Allosteric Enhancers of Human TRH Receptor: Primary Screen for Enhancers. Thyrotropin-releasing hormone receptor (Homo sapiens), P34981. TRHR cells, fluo-8 calcium fluorescence, EC20 TRH enhancement. enhancement, % at 2 µM. 360,000 tested, 0.66% active; in the data active = enhancement above about 30%; also: 0% is about no effect
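Enhancer read-out: after compound pinning and an initial kinetic agonist-mode read, an EC20 of TRH (10 nM final) was injected and fluo-8 calcium signal (Ex 480/Em 530) followed at 1 s/cycle for 100 cycles in TRHR-expressing cells.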
Apoferritin bind = qHTS Assay for Identification of Novel General Anesthetics; apoferritin/1-aminoanthracene competitive binding, fluorescence; Potency, µM (titrated, usually from 77.5 µM), inactives show top-dose activity change, negative = displacement, hits mostly inhibitors; 350,000 tested, 0.074% active; also: potency is read from the fitted curve at half-maximal effect; % is scaled to controls: 0 for no effect and ±100 for the full control effect; nearly all actives have a fitted effect of over 20% in size
Target sequence (P02791 2-175 limits assumed): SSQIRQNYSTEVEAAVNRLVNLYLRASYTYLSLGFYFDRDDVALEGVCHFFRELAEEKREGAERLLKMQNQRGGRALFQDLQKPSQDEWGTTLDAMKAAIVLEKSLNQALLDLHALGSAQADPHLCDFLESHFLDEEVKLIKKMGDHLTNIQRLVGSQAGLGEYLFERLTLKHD
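Steps: apoferritin (10 uM) was premixed with half-saturated 1-AMA in PBS, compounds were pin-transferred, plates stood 10 min at room temperature, fluorescence was read at 380/535 nm, and curves were fitted with a Hill equation.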
RXFP1 antagonist = qHTS Assay for Antagonists of the Relaxin Receptor RXFP1 | activity change, negative = inhibition, % at 57.5 µM | 350,000 tested, 0.59% active | HEK293-RXFP1, relaxin-stimulated cAMP HTRF, 30 min; hits give low values | AID 1259400, 2018 | Relaxin receptor 1 (Homo sapiens), Q9HBX9;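 active = activity change of -60% or lower, but not beyond a set lower limit; inconclusive = change between -60% and -40%, or beyond the set limit; inactive = change above -40%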; also: % is scaled to controls: 0 for no effect and ±100 for the full control effect
D1 agonist = Allosteric Agonists of the Human D1 Dopamine Receptor: qHTS | D(1A) dopamine receptor (Homo sapiens), P21728 | activation, % at 2 µM | 360,000 tested, 1% active | AID 504660, 2011 | HEK293 T-REx D1 cells, calcium flux, agonist mode; in the data active = activation above about 30%; also: 0% is about no effect
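Inducible HEK293 T-REx D1 cells, force-coupled to calcium signalling, were plated at 4000 cells/well with tetracycline and held overnight at 30 C. After no-wash calcium dye loading, compound-evoked calcium rise over 180 s flagged agonists.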
TRHR ag = qHTS for Small Molecule Agonists and Allosteric Enhancers of Human TRH Receptor: Primary Screen for Agonists; Thyrotropin-releasing hormone receptor (Homo sapiens), P34981; TRHR cells, calcium flux fluo-8, FDSS agonist mode; activation, % at 2 µM; 360,000 tested, 0.18% active; in the data active = activation above about 30%; also: 0% is about no effect
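Steps: seed TRHR cells overnight; add fluo-8 no-wash Ca dye, RT 30 min–1.5 h; record 10 s baseline; pin-transfer compounds; monitor fluorescence 1 cycle/s for the agonist window. Calcium increases flag candidate agonists.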
D1 PAM = Potentiators of Human D1 Dopamine Receptor: qHTS | D(1A) dopamine receptor (Homo sapiens), P21728 | AID 504651, 2011 | HEK293 TREx D1 cells, calcium flux, dopamine EC20 potentiation | 360,000 tested, 0.036% active | potentiation, % at 10 µM; in the data active = potentiation above about 30%; also: 0% is about no effect
Starred values were filed as active, the others as inactive; ? = inconclusive; . = no result given; & = joins results of further samples; [ ] = dose if it differs, or a comment. Unless noted, calls follow the shape of the dose curve; as a rule, active = well fitted curve in the direction sought with a large enough effect; inconclusive = small, poorly fitted or top-dose-only effect, or another doubt; inactive = no such curve, though single readings can be large; an effect the other way counts as inactive or inconclusive.

SMILES | D2 PAM | D1 antagonist | RXFP1 agonist | TRHR enhancer | Apoferritin bind | RXFP1 antagonist | D1 agonist | TRHR ag | D1 PAM
COc1ccc(OC)c(C2C(C(=O)Nc3nc4ccccc4s3)=C(C)NC3=C2C(=O)CCC3)c1 (stereo not given) | 29 | -16 | 2.8% | 6 | -1% | -3 | 4 | -0.8 | -7
O=C(CNCc1ccccc1Cl)Nc1ccccc1N1CCCCC1 | -6 | 10 | 3.1% | 1 | 2% | -14 | 1 | -0.1 | 8
COc1ccc(Cn2ccnc2)cc1[N+](=O)[O-] | -14 | 5 | -0.5% | 15 | 59%[activator] | -18 | 1 | 0.1 | -3
CC(=O)Nc1nc(C)c(Oc2ccc(Cl)cc2)c(=O)[nH]1 | 5 | 0 | -0.6% | 7 | -7% | -20 | 1 | 0.4 | 4
Cc1ccc(-n2c(=O)c3c(cnn3C)n(CC(=O)Nc3c(C)cccc3C)c2=O)cc1 | 24 | -3 | -1.4% | 6 | -2% | . | -1 | 0.3 | 0
Cc1ccc(-c2cn3cc([N+](=O)[O-])ccc3n2)cc1 | 18 | -8 | -0.9% | 3 | 11% | 3 | -1 | -0.3 | -4
COc1cc2c(cc1OC)C(c1ccc3c(c1)OCO3)C1=C(CC(C)(C)CC1=O)N2 (stereo not given) | 2 | -15 | 7.1% | 12 | 43%[activator] | . | 0 | -1.0 | -8
CC1CCC(C(=O)NC(C(=O)NCCCN2CCOCC2)C(C)C)CC1 (stereo not given) | -6 | -4 | 1.8% | 7 | -8% | 1 | 3 | -0.3 | 0
Cc1ccc(N(CC(O)CN2CCOCC2)S(=O)(=O)c2ccc3ccccc3c2)cc1 (stereo not given) | -7 | 11 | 3.7% | -4 | -18% | -3 | 3 | -0.4 | 2
O=C(Nn1cnnc1)c1cc2c(s1)CCCCC2 | -1 | -15 | 0.6% | -6 | 4% | 2 | 2 | 0.5 | -2
O=C(NNc1c2ccccc2nc2ccccc12)c1cc2ccccc2cc1O | -29 | -5 | -0.5% | 26 | -19% | -34 | 2 | -0.2 | -7
CCOc1ccc(N/C=C/C(=O)c2ccc(OC)c(OC)c2)cc1 | 6 | 0 | 0.3% | -2 | -7% | 0 | 1 | 0.6 | -3
Cc1ccc2nc(SC(C)C(=O)NCc3ccc4c(c3)OCO4)[nH]c2c1 (stereo not given) | 2 | 2 | -1.6% | 0 | -6% | 0 | 3 | -0.3 | 3
O=C(CN1CCSCC1)N/N=C/c1ccc(F)c(F)c1 | 14 | 15 | 2.1% | 5 | -2% | -8 | 2 | -0.3 | 3
CCOC(=O)c1c(SCC(=O)Nc2nc3ccc(C)cc3s2)nc(=O)[nH]c1C | 17 | . | 1.4% | 3 | -18% | 2 | 0 | 0.2 | 2
CCc1nnc(NC(=O)CCC(=O)N2CCN(CCc3ccccc3)CC2)s1 | 1 | 12 | 1.6% | -12 | -12% | 1 | 1 | -0.9 | -1
COc1ccc(S(=O)(=O)N2CCC(C(=O)N3CCCCC3)CC2)cc1OC | -1 | -30 | 2.4% | 0 | -7% | -4 | 5 | 0.4 | -9
CCOC(=O)Cn1c(=N)n(Cc2ccccc2)c2ccccc21 | . | 0 | 1.8% | -9 | -8% | 2 | 3 | -0.8 | 1
Cc1scc(C(=O)Nc2ccon2)c1-c1ccccc1 | 22 | 5 | -0.2% | -4 | -13% | 2 | 1 | -0.4 | 2
Cc1cc(C)cc(OCC(=O)N(Cc2ccco2)Cc2ccccc2Cl)c1 | -10 | 3 | -0.5% | -6 | 60%[activator] | -36 | 16 | 2.8 | -1

Three of these compounds in another layout.
Values run as follows: D2 PAM | D1 antagonist | RXFP1 agonist | TRHR enhancer | Apoferritin bind | RXFP1 antagonist | D1 agonist | TRHR ag | D1 PAM
O=C(Nn1cnnc1)c1cc2c(s1)CCCCC2
 : -1 | -15 | 0.6% | -6 | 4% | 2 | 2 | 0.5 | -2
O=C(NNc1c2ccccc2nc2ccccc12)c1cc2ccccc2cc1O
 : -29 | -5 | -0.5% | 26 | -19% | -34 | 2 | -0.2 | -7
CCOc1ccc(N/C=C/C(=O)c2ccc(OC)c(OC)c2)cc1
 : 6 | 0 | 0.3% | -2 | -7% | 0 | 1 | 0.6 | -3

Other results follow:
SMILES | D2 PAM | D1 antagonist | RXFP1 agonist | TRHR enhancer | Apoferritin bind | RXFP1 antagonist | D1 agonist | TRHR ag | D1 PAM
COc1cc(C)c2c(c1C=O)Oc1c(c(C)c(O)c3c1C(O)OC3=O)OC2=O (stereo not given) | -20 | 0 | 1.5% | 1 | -10%&1% | . | 5 | -0.4 | -2
CC(C)(C)n1nnnc1C(c1cc2cc3c(cc2[nH]c1=O)OCO3)N1CCN(c2ccccc2)CC1 (stereo not given) | 0 | -7 | -2.2% | 9 | -13% | -4 | 1 | 0.5 | -1
C=CCNc1nnc(SC2CC(=O)N(c3ccc(OCCC)cc3)C2=O)s1 (stereo not given) | 0 | -12 | -0.8% | -10 | -15% | -10 | 5 | -1.4 | 6
CN1C(=O)Cc2cc(S(=O)(=O)CCC(=O)N3CCN(c4cccc(Cl)c4)CC3)ccc21 | 14 | -16 | -0.4% | -8 | -7% | . | 1 | 0.0 | -3
CC(C)(C)OC(=O)NCCCC[C@H](NC(=O)c1nc[nH]c1C(=O)N1CCN(c2ccccc2)CC1)C(=O)OC(C)(C)C | -5 | -21 | 0.5% | 4 | -18% | . | 0 | -0.5 | 2
COC(=O)c1ccccc1NC(=O)C1=CC(c2cccs2)=NS(=O)(=O)N1C | 1&2 | -24&-9 | 2.1%&-4.2% | -5&-3 | -17%&6% | -2&-19 | 2&5 | -0.6&-0.1 | -11&-2
COc1cccc(OCCCCCN2CCOCC2)c1 | -1 | -8 | 5.2% | 5 | -21% | 23 | 7 | -0.6 | 3
CCOC(=O)N1CCN(C(=O)C(C)N(c2ccc(Oc3ccccc3)cc2)S(C)(=O)=O)CC1 (stereo not given) | 12 | -4 | 0.2% | -7 | 8% | 4 | 10 | 0.1 | -8
CCOC(=O)C1(CC)NC(c2ccco2)C2C(=O)N(c3ccc(C)cc3)C(=O)C21 (stereo not given) | -3 | -1 | -0.8% | 9 | -9% | 4 | 4 | -1.4 | -3
CCOC(=O)c1c(C)nc2c(c1-c1ccccc1)C(=O)c1ccccc1-2 | 22 | 1 | 1.8% | 4 | -14% | -10 | 1 | 0.8 | 1
COc1ccc(NC(=O)CSc2nc(N)c(C#N)cc2C#N)cc1 | -18 | 0 | ? | 9 | -3% | 6 | 0 | 2.5 | -1
CCOC(=O)c1c(NC(=O)c2cc(-c3cccc(Cl)c3)on2)sc(C(C)=O)c1C | -10 | -8 | 15% | 6 | 3% | 4 | 1 | -0.1 | 0
O=C(CSc1ccc(-c2ccccc2)nn1)NC1CCCCC1 | -17 | -28 | -0.1% | -1 | -15% | -4 | 1 | -0.7 | -10
CCN(CC(=O)NCc1ccc(F)cc1)Cc1nc2cc(Cl)ccc2c(=O)[nH]1 | 0 | . | 0.9% | 13 | -15% | -1 | 16 | -0.4 | -2
Clc1ccc2oc(-c3ccccc3)nc2c1 | 3 | -1 | -0.1% | -1 | -18% | -6 | 3 | -0.4 | 2
Cc1ccc(S(=O)(=O)N(C)c2ccc(C(=O)Nc3ccc(C)cn3)cc2)cc1 | 1 | -16 | -1.2% | 2 | . | -39 | 0 | 0.7 | -1
NC(=O)c1cc(N)ccc1N1CCCCC1 | 10 | 1 | 0.0% | 4 | -8% | -10 | 2 | 0.1 | 3
CCOc1ccccc1-n1c(SCC(N)=O)nnc1-c1cccnc1 | -1 | 21 | 0.2% | 0 | 4% | -9 | 2 | 0.3 | 4
COc1ccc(NC(=O)CN2CCC(NC(=O)c3ccco3)CC2)c([N+](=O)[O-])c1 | -4 | -6 | 2.2% | -5 | 5% | 4 | 1 | -0.7 | 1
CCOc1ccc(NC(=O)CSc2nc3c(c(=O)n2C)SC(C)C3)cc1 (stereo not given) | 18 | 14 | 2.2% | 5 | -11% | . | 3 | -1.6 | 3
C=CCn1c(SCC(=O)NC2CCCCC2)nnc1-c1ccc(OC)cc1 | 18 | -6 | 1.0% | -2 | -14% | . | -1 | -0.9 | -13
O=C(CCNC(=O)c1ccc(Br)cc1)NCC1CCCO1 (stereo not given) | . | 7 | 1.7% | -1 | . | 2 | 1 | -0.3 | -9
O=C(CC1NCCNC1=O)Nc1cccc(F)c1 (stereo not given) | 17 | -6 | 2.2% | -2 | -12% | . | 0 | 1.3 | -3
CCC(CC)c1nnc(NC(=O)c2ccc(N3CCCC3=O)cc2)s1 | 4 | 5 | 1.9% | -6 | -8% | 21 | 1 | 0.0 | -5
Cc1ccc(C(=O)O)cc1N1CCCC1=O | -2 | -8 | 3.9% | -7 | -4% | -7 | 0 | 0.1 | -1
CC(NC(=O)Nc1nnc(C(F)(F)F)s1)N1C(=O)C2C3C=CC(C3)C2C1=O (stereo not given) | 1 | -15 | 0.5% | 2 | -7% | -6 | -1 | 0.2 | -1
CCC(C)NC(=O)c1c(-c2cc(Cl)c(OC)c(Cl)c2)noc1C (stereo not given) | -8 | 42 | 2.0% | 3 | -3% | . | -1 | -0.3 | -2
O=C(NCc1ccccc1)C1CCCN(c2cnccn2)C1 (stereo not given) | -3 | -3 | 0.4% | -1 | -1% | -1 | 5 | 0.0 | 4
Cc1cc(NS(=O)(=O)c2ccc(OCCNS(C)(=O)=O)cc2)no1 | -1 | -11 | -0.1% | -2 | 4% | 11 | 2 | 0.0 | -3
Cc1c(C(=O)CN2CCSCC2)c2ccccc2n1C | -3 | -17 | -0.2% | 19 | 3% | 6 | 1 | -0.4 | -4

These rows are one share of the data, so the mix of outcomes need not match the whole.
